# Compound activity deposited in PubChem by several laboratories.
# NadD inh – NadD (S. aureus) enzyme inhibition; purified NadD enzyme, colorimetric absorbance read-out; inhibition, % at 20 µM; actives 0.78% (n = 360,000); AID 602399; in the data active = inhibition above about 26%; also: some compounds past the cut are filed as inactive
# DNMT1 block – blocks human DNA methyltransferase DNMT1 | AID 588458 | DNMT1 molecular beacon, Hinp1I cleavage, fluorescence | P26358 | actives 0.83% (n = 360,000) | inhibition (reported as % activation of signal), % at 10 µM; in the data active = inhibition above about 50%
# SUMO1-SIM PPI – modulators of human SUMO1-mediated protein-protein interactions; inhibition, % at 20 µM; AID 602429; P63165; actives 0.33% (n = 360,000); SUMO1 binding to a labelled peptide, TR-FRET, 1 h; in the data active = inhibition above about 37%
# Target sequence (P63165 whole entry, looked up): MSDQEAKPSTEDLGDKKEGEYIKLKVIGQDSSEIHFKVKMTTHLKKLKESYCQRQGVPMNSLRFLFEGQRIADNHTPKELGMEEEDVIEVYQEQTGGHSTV
# Neddyl block – cullin neddylation inhibition; P61081+Q13564; TR-FRET cullin neddylation, biochemical; calls only at 25 µM; actives 0.58% (n = 360,000); AID 651699; in the data active = inhibition above about 36%
# Target sequence (P61081 whole entry, looked up): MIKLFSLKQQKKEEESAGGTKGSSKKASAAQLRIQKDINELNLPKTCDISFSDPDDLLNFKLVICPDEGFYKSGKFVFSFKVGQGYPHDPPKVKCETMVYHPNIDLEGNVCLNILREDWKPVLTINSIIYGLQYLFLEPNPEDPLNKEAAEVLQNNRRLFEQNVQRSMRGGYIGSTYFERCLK
# Target sequence (Q13564 whole entry, looked up): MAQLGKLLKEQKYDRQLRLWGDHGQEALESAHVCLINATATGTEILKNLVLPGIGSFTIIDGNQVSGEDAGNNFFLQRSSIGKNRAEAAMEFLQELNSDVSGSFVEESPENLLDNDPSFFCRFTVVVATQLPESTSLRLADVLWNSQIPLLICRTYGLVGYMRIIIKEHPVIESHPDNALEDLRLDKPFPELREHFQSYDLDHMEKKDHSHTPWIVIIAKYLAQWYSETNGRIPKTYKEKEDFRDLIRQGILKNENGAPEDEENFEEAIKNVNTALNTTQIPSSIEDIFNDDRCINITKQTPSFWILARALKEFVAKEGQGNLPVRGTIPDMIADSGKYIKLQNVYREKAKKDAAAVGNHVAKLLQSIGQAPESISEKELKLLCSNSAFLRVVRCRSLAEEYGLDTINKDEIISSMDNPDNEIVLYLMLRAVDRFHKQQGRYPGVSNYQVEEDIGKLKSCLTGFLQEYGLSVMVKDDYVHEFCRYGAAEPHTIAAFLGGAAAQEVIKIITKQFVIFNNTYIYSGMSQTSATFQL
# LMPTP inh – blocks human LMPTP phosphatase | recombinant LMPTP-A, OMFP fluorogenic substrate, fluorescence intensity | inhibition, % at 20 µM | actives 0.22% (n = 360,000) | AID 651560;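 active = compounds that cut the enzyme signal by at least half of the control window in the single-dose screen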;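 also: plate controls were DMSO wells with enzyme plus substrate for no effect and substrate without enzyme for full effect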
# Target sequence (P24666 whole entry, looked up): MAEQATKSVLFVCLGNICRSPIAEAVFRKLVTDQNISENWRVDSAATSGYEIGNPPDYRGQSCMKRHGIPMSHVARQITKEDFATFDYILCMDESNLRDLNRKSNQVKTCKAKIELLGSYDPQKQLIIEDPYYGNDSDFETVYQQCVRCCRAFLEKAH
#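 material = LMPTP-A | quantity = 0.625 nM enzyme | reagent = OMFP substrate, 400 µM final | buffer or medium = Bis-Tris pH 6.0, DTT, detergent | detection = endpoint fluorescence intensity from OMFP dephosphorylation | dosing = single 20 µM dose | read-out basis = % inhibition relative to no-enzyme and uninhibited control wells | control set = no-enzyme and uninhibited controls | timing = 50 min at room temperature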
# Rin1 Abl inh – human Rin1-Abl interaction inhibition | P00519+Q13671 | TR-FRET Rin1/Abl binding, biochemical | inhibition, % at 7.35 µM | actives 0.4% (n = 360,000); in the data active = inhibition above about 5%, passing the limit was not always enough
# CSN deneddyl inh – inhibitors of human CSN-mediated cullin deneddylation. AID 651999. Purified CSN, SCF-Nedd8-OG deneddylation, fluorescence polarization. inhibition, % at 12.5 µM. actives 0.38% (n = 360,000). Q92905;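 active = pattern-corrected inhibition above about 35%, with an unprinted fluorescence ratio check between 0.5 and 1.5, limit read from the data, passing the limit was not always enough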;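 also: 0% = enzyme with substrate and 100% = substrate without enzyme; some results filed as inactive read as strong as hits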
#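 Material: human Csn5 produced in HEK293T cells; Input: enzyme 0.24 nM; Reagent: SCFSkp2-Nedd8OG substrate at 10 nM final; Dosing: 12.5 µM compound; Incubation: 90 min reaction at room temperature; Detection: fluorescence polarization of the substrate; Evaluation: % inhibition of substrate cleavage by Csn5; Control set: substrate-only high control, full reaction low control.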
# Rpn11 block – blocks the human proteasome subunit Rpn11. human 26S proteasome, Ub4-pepOG fluorescence polarization; 20S core pre-blocked with epoxomicin. calls only at 20 µM. actives 0.59% (n = 360,000);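 active = inhibition at 20 µM, scaled to each plate's controls, above about 33%, limit read from the data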
# STEP inh – inhibitors of human striatal-enriched phosphatase STEP. recombinant STEP, OMFP fluorogenic substrate, fluorescence. actives 0.25% (n = 360,000). P54829. inhibition, % at 20 µM;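 active = inhibition at 20 µM, scaled per plate between control wells, above about 37%, limit read from the data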;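 also: 0% = DMSO with enzyme and substrate and 100% = substrate only without enzyme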
#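 System: STEP (striatal-enriched tyrosine phosphatase) enzyme, cell-free; medium: Bis-Tris pH 6.0 buffer with DTT, detergent; dosing: 20 µM, 1% DMSO; times: reaction 20 min, ambient temperature; detection: fluorescence, 480/540 nm; read-out basis: normalized % inhibition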
# Scp1 inh – blocks human Scp-1 phosphatase activity. Recombinant Scp1, phosphopeptide, malachite green phosphate absorbance. inhibition, % at 20 µM. actives 0.88% (n = 340,000). AID 493091;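 active = inhibition above about 50% at 20 µM, limit read from the data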;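 also: plate controls were DMSO wells with enzyme for no effect and wells lacking enzyme for full effect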
#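 System: SCP-1 catalytic domain; Reagent: Phospho 17-mer peptide substrate; Doses: one concentration, 20 µM, with 1.0% DMSO; Incubation: 45 min room-temperature reaction, 5 min colour, 30 min stabiliser; Signal: Phosphate-binding colour reagent, absorbance read at 630 nm.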
# The depositor's hits bear a star; i = inactive; / = not tested or not shown; + = active, no number.
[1] Cc1ccc(OCC(O)Cn2c3ccccc3c3ccccc32)cc1 (stereo not drawn)
[2] O=C(COC(=O)c1ccc(-n2cnnn2)cc1)c1ccc(Br)cc1
[3] O=C(Nc1ccc(O)cc1C(=O)O)c1ccc2c(c1)C(=O)N(Cc1ccco1)C2=O
[4] COc1ccccc1C1NC(=O)CCC1[N+](=O)[O-] (stereo not drawn)
[5] COc1ccccc1C(=O)N1CCNC(=O)C1CC(=O)Nc1ccc(Cl)cc1 (stereo not drawn)
[6] COc1ccc(S(=O)(=O)NCCOc2ccccc2)cc1F
[7] CNc1ccncc1S(=O)(=O)NC
[8] O=C(Nc1cccc2ncccc12)c1ccc2c(c1)OCCO2
[9] COc1ccc(C2OC[C@H]3O[C@H](O)[C@H](NC(C)=O)[C@@H](O)[C@@H]3O2)cc1 (stereo partly drawn)
[10] COc1ccc(-n2nnnc2C(C2CC2)N2CCN(C/C=C/c3ccccc3)CC2)cc1 (stereo not drawn)

entry no.	1	2	3	4	5	6	7	8	9	10
CSN deneddyl inh	2	-1	7	4	1	2	-4	-9	-9	0
Rpn11 block	i	i	i	i	i	i	i	i	i	i
Scp1 inh	-16	-4	46	-6	-12	-7	-3	-7	-4	/
DNMT1 block	-4	1	12	0	1	3	2	0	-2	-6
LMPTP inh	3.6	-1.2	0.8	-1.7	-1.2	-0.2	-0.5	-3.1	-0.7	0.1
STEP inh	-2	0	3	-2	-2	-4	-2	2	-5	3
Neddyl block	i	i	i	i	i	i	i	i	i	i
Rin1 Abl inh	0	1	5	1	4	-1	-2	-6	0	2
NadD inh	-5	2	-1	0	5	-10	2	-2	0	-8
SUMO1-SIM PPI	-4	4	17	0	-3	3	-1	-4	5	-2

# Overlap with the part before: 3 compounds, then new ones.
[8] O=C(Nc1cccc2ncccc12)c1ccc2c(c1)OCCO2
[9] COc1ccc(C2OC[C@H]3O[C@H](O)[C@H](NC(C)=O)[C@@H](O)[C@@H]3O2)cc1 (stereo partly drawn)
[10] COc1ccc(-n2nnnc2C(C2CC2)N2CCN(C/C=C/c3ccccc3)CC2)cc1 (stereo not drawn)
[11] O=C(O)C(Cc1cc(Cl)ccc1Cl)Sc1nc2ccccc2[nH]1 (stereo not drawn)
[12] O=C(Nc1ccc(F)cc1)c1cc(S(=O)(=O)N2CCOCC2)cs1
[13] C[N+]1(CC(O)c2ccccc2)CCCCCC1 (stereo not drawn)
[14] C=CCn1c(COc2cc(C)ccc2C(C)C)nnc1SCC(=O)c1c(N)n(C)c(=O)n(C)c1=O
[15] CCN(CC)C(=O)c1ccccc1NC(=O)CN1C(=O)c2ccccc2C1=O
[16] CSc1nc2ncnc(N)c2[nH]1
[17] COCCNC(=O)C(c1cccs1)N(C(=O)Cn1nnc2ccccc21)c1cccc(C)c1 (stereo not drawn)
[18] O=C(N/N=C/c1cccs1)c1cccc2cc[nH]c12
[19] COc1ccc(Cc2nnc(Nc3c(C)cccc3C)o2)cc1OC
[20] CCOc1cc(/C=N/N=C(/N)c2nonc2N)cc(Br)c1OCc1ccc(Cl)cc1

entry no.	8	9	10	11	12	13	14	15	16	17	18	19	20
CSN deneddyl inh	-9	-9	0	0	2	0	6	0	0	5	7	1	1
Rpn11 block	i	i	i	i	i	i	i	i	i	i	i	i	i
Scp1 inh	-7	-4	/	1	-8	8	52*	-5	-9	-10	-5	-10	-1
DNMT1 block	0	-2	-6	2	0	-3	15	2	-3	-3	0	3	29
LMPTP inh	-3.1	-0.7	0.1	-0.5	-0.6	-0.4	1.4	-1.0	1.3	-0.4	-0.7	-2.3	0.7
STEP inh	2	-5	3	-1	2	-4	-2	-4	2	-10	2	-2	2
Neddyl block	i	i	i	i	i	i	i	i	i	i	i	i	i
Rin1 Abl inh	-6	0	2	-2	2	2	1	2	-2	1	-1	-4	0
NadD inh	-2	0	-8	-1	-5	9	3	-12	-6	-4	-2	-11	13
SUMO1-SIM PPI	-4	5	-2	2	9	1	2	-2	4	0	-18	5	-6

# Gathered by group: the entries above with a thiophene ring, fused or not
[12] O=C(Nc1ccc(F)cc1)c1cc(S(=O)(=O)N2CCOCC2)cs1
[17] COCCNC(=O)C(c1cccs1)N(C(=O)Cn1nnc2ccccc21)c1cccc(C)c1 (stereo not drawn)
[18] O=C(N/N=C/c1cccs1)c1cccc2cc[nH]c12

entry no.	12	17	18
CSN deneddyl inh	2	5	7
Rpn11 block	i	i	i
Scp1 inh	-8	-10	-5
DNMT1 block	0	-3	0
LMPTP inh	-0.6	-0.4	-0.7
STEP inh	2	-10	2
Neddyl block	i	i	i
Rin1 Abl inh	2	1	-1
NadD inh	-5	-4	-2
SUMO1-SIM PPI	9	0	-18

# Following part
[21] O=S(=O)(NC1CC1)c1ccc(S(=O)(=O)N(Cc2ccccn2)C2CC2)cc1
[22] CC(NC(=O)CSc1n[nH]c(=O)n1C1CC1)C12CC3CC(CC(C3)C1)C2 (stereo not drawn)
[23] COc1ccc2nc(NNC(=O)COc3ccccc3)sc2c1
[24] CCCCCC(=O)NNC(=O)Nc1ccccc1
[25] CCn1c(CNC(=O)c2cccs2)nnc1SCC(=O)Nc1cc(Cl)ccc1C
[26] CCOC(=O)C1CCN(S(=O)(=O)c2nc3nc(C)cc(C)n3n2)CC1
[27] O=C1O[C@H]([C@@H](O)CO)C(O)=C1O
[28] Brc1ccc(/C=N/Nc2ccc3ccccc3n2)cc1
[29] Cc1c(Cl)cccc1NC(=O)CCCn1nc([N+](=O)[O-])cc1C
[30] Cn1c(=O)c2c(-c3ccccc3)n(-c3cccc(Br)c3)cc2n(C)c1=O

entry no.	21	22	23	24	25	26	27	28	29	30
CSN deneddyl inh	1	0	-8	-1	-6	7	-5	-1	4	5
Rpn11 block	i	i	i	i	i	i	i	i	i	i
Scp1 inh	6	-1	-10	1	-8	0	-12	9	-8	/
DNMT1 block	0	0	-6	7	-2	0	13	4	1	-10
LMPTP inh	2.1	-0.9	-0.1	-0.6	-1.4	1.2	-0.9	0.0	-1.0	-0.9
STEP inh	-2	-1	-3	-3	2	2	1	-3	-3	-2
Neddyl block	i	i	i	i	i	i	i	i	i	i
Rin1 Abl inh	-3	-4	3	-3	4	-4	1	0	-2	2
NadD inh	-5	-4	2	-4	-1	2	35*	6	-4	-5
SUMO1-SIM PPI	0	3	-1	0	-2	2	-3	2	-10	-2

[31] CCCn1c(C(Cc2ccccc2)NC(=O)COC)nc2ccccc21 (stereo not drawn)
[32] CC1=C(C(=O)OC(C)C)C(c2coc3ccccc3c2=O)C2=C(CCCC2=O)N1 (stereo not drawn)
[33] CC(=O)c1cccc(OCc2cc(C(=O)N(C)Cc3cnccn3)no2)c1
[34] O=C(Nc1ccc2c(c1)OCCO2)C1CC(c2ccccc2Cl)=NO1 (stereo not drawn)
[35] CCOC(=O)C1CCN(Cc2nnc(-c3cccc(Br)c3)o2)CC1
[36] C/C(CC(=O)NCc1ccco1)=N\NC(=O)Cc1ccc(Cl)cc1
[37] CN(C)S(=O)(=O)c1ccc(S(=O)(=O)NCc2cccs2)cc1
[38] Cn1cccc1/C=C1/SC(=S)N(CC(=O)O)C1=O
[39] CN(CC(=O)Nc1ccccc1Cl)C(=O)COC(=O)c1ccc([N+](=O)[O-])cc1Cl
[40] CCOC(=O)c1sc(NC(=O)CCN2CCN(CC)CC2)c(C(=O)OCC)c1C

entry no.	31	32	33	34	35	36	37	38	39	40
CSN deneddyl inh	4	-5	3	1	-7	1	-1	50*	2	0
Rpn11 block	i	i	i	i	i	i	i	/	i	i
Scp1 inh	-14	-2	-9	-5	-10	-2	-10	7	-9	-5
DNMT1 block	0	0	0	-4	3	0	1	3	1	2
LMPTP inh	-1.3	-0.4	0.2	-0.1	-1.7	0.6	0.1	3.6	0.0	-0.1
STEP inh	-3	1	0	2	-1	1	1	-1	0	5
Neddyl block	i	i	i	i	i	i	i	i	i	i
Rin1 Abl inh	-1	-2	1	-1	-3	1	2	-3	-1	1
NadD inh	5	-1	-4	-5	-7	3	-3	-1	-1	-7
SUMO1-SIM PPI	0	-2	2	1	3	4	-3	-25	-39	1

# Compound profiles, as listed above. Order of values: CSN deneddyl inh	Rpn11 block	Scp1 inh	DNMT1 block	LMPTP inh	STEP inh	Neddyl block	Rin1 Abl inh	NadD inh	SUMO1-SIM PPI
# `CCOC(=O)c1sc(NC(=O)CCN2CCN(CC)CC2)c(C(=O)OCC)c1C` is listed as 0	i	-5	2	-0.1	5	i	1	-7	1
# `CCOC(=O)C1CCN(Cc2nnc(-c3cccc(Br)c3)o2)CC1` is listed as -7	i	-10	3	-1.7	-1	i	-3	-7	3
# `O=C(Nc1ccc2c(c1)OCCO2)C1CC(c2ccccc2Cl)=NO1` (stereo not drawn) is listed as 1	i	-5	-4	-0.1	2	i	-1	-5	1

# Taken from above.
# For STEP inh, `CCCCCC(=O)NNC(=O)Nc1ccccc1` has -3
# For Rin1 Abl inh, `O=C(O)C(Cc1cc(Cl)ccc1Cl)Sc1nc2ccccc2[nH]1` (stereo not drawn) has -2

# Other structures:
[41] CCS(=O)(=O)N1N=C(c2ccc(NS(C)(=O)=O)cc2)CC1c1ccccc1 (stereo not drawn)
[42] COc1ccc(C2=NC(CO)(CO)CO2)cc1
[43] COc1ccc(OCc2cc(C(=O)N(C)C3CCOC3)no2)c(Cl)c1 (stereo not drawn)
[44] COc1cc(C(=O)NCC(=O)NCCN2C(=O)S/C(=C\c3ccccc3Cl)C2=O)cc(OC)c1OC

entry no.	41	42	43	44
CSN deneddyl inh	35*	-1	2	2
Rpn11 block	+	i	i	i
Scp1 inh	-4	-7	5	-6
DNMT1 block	2	4	4	-2
LMPTP inh	0.5	0.1	-1.3	0.5
STEP inh	0	3	0	6
Neddyl block	/	i	i	i
Rin1 Abl inh	1	4	0	2
NadD inh	-4	-8	-4	-4
SUMO1-SIM PPI	-3	-3	4	-19
